Screening data: PubChem BioAssay, several laboratories
PPARg SRC3 recr: PPARgamma agonists recruiting SRC-3 coactivator, primary screen, biochemical; activation, % at 8 µM; AID 731, 2007; 0.26% of 200,000 active; Peroxisome proliferator-activated receptor gamma (Homo sapiens), P37231; biochemical PPARgamma/SRC-3 coactivator recruitment assay; in the data active means activation above about 23%;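 further: 0% = DMSO and 100% = reference agonist; some compounds past the cut are filed as inactive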
Target sequence (P37231 whole entry, looked up): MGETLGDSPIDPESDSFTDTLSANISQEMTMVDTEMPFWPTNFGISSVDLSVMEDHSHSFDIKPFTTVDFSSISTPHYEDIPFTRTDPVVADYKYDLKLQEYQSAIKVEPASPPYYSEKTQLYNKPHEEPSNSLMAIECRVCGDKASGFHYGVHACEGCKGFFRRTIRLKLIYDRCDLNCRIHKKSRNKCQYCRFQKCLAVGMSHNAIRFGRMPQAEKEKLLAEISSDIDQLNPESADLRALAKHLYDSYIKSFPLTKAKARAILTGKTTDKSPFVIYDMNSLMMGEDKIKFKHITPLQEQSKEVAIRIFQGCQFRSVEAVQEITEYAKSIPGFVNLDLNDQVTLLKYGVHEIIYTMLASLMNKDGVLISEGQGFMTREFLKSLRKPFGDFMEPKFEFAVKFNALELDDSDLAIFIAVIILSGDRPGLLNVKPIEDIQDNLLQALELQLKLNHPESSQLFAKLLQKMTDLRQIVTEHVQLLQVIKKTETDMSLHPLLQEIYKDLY
RAM network inh: inhibitors of the yeast RAM network, primary screen, dse1pr::URA3 reporter, 5-FOA selection; S. cerevisiae dse1pr::URA3 reporter, 5-FOA growth OD615, 2 d; analog-sensitive cbk1-as2 kinase mutant strain; 1.8% of 190,000 active; inhibition, % at 50 µM;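 active means inhibition above a set limit, 3 SD over mean compound inhibition, cut at about 8.4% in these data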;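 further: 0% = DMSO-only wells with no growth and 100% = 10 µM 1-NA-PP1 full growth; inhibition rescues growth on 5-FOA so higher OD means more RAM inhibition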
ROMK mod: ROMK potassium channel modulators, primary screen, cell-based, thallium flux, MLSMR library; 2% of 130,000 active; B-score at 10 µM; Tet-inducible ROMK, thallium flux fluorescence; actives lie on both sides; ATP-sensitive inward rectifier potassium channel 1 (Homo sapiens), P48048;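 active means signal ratio slope over the read window, or its plate-corrected B-score, at least 3 SD from the plate mean, either direction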;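 further: B-score of the F/F0 ratio slope over 7 to 12 s after thallium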
STAT3 inh: IL-6 driven STAT3 reporter inhibitors, primary screen, U3A cells, luciferase, luminescence, MLSCN library; inhibition, % at 5.5 µM; AID 862, 2007; 0.89% of 190,000 active; IL-6 STAT3-luciferase reporter; host cell line lacks STAT1;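 active means inhibition above the mean inhibition across all screened compounds plus 3 SD, cut at about 44% in these data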;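 further: 0% = DMSO only wells and 100% = 100 µM nifuroxazide control wells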
STAT1 blocker: STAT1 signaling inhibitors, primary screen, cell-based, HTS, luciferase reporter. NIH 3T3 STAT1-luciferase reporter, IFN-gamma, luminescence. inhibition, % at 5.5 µM. 0.35% of 200,000 active. AID 920, 2007;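 active means inhibition above a set limit, the mean inhibition across all tested compounds plus 3 SD, cut at about 34% in these data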;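 further: 0% = IFN-gamma with DMSO and 100% = IFN-gamma with 300 µM nifuroxazide; values of inactives mirror those of a sister screen read the other way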
STAT3 activator: IL-6 driven STAT3 reporter potentiators, primary screen, U3A cells, luciferase, luminescence, MLSCN library. 0.91% of 190,000 active. activation (% of control), % at 5.6 µM. IL-6 STAT3-luciferase reporter; 100% = signal with IL-6 EC80 alone;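 active means activation above the screen-wide mean of compound activation plus 3 SD, cut at about 130% in these data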;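 further: 0% = background luminescence of wells with medium and substrate only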
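Detection: reporter luminescence signal / Assay system: STAT1-lacking human U3A cells, STAT3 luciferase reporter / Incubation: compound pre-incubation 1 h before IL-6, then 6 h stimulation at 37 °C / Control set: IL-6-only high control / Read-out: % activation relative to IL-6 control / Probe or stimulus: Interleukin-6, 33 ng/mL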
TLR4-MyD88 BLA: inhibitors of TLR4-MyD88 association in cells, primary screen, cell-based, HeLa CL3-4, BLA complementation, FRET ratio. Toll-like receptor 4 (Homo sapiens) + Myeloid differentiation primary response protein …. HeLa CL3-4 TLR4/MyD88 BLA complementation. inhibition, % at 8.4 µM. 0.18% of 200,000 active. AID 861, 2007; in the data active means inhibition above about 25%;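 further: 0% = vehicle and 100% = reference inhibitor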
SRC2 TRFRET art: TR-FRET signal artefacts, primary screen, artefact control for PPARgamma SRC-2 agonist project, biochemical; TR-FRET artefact counter-screen; active compounds read high; TR-FRET ratio at 8 µM; 0.4% of 200,000 active; in the data active means TR-FRET ratio above about 2000; further: inactives centre near 1500
PPARg SRC1 recr: PPARgamma agonists recruiting SRC-1 coactivator, primary screen, biochemical. Peroxisome proliferator-activated receptor gamma (Homo sapiens), P37231. PPARgamma-SRC-1 coactivator recruitment biochemical assay. activation, % at 8 µM. 0.41% of 200,000 active; in the data active means activation above about 19%;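 further: 0% = DMSO and 100% = reference agonist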
S1P3 antag: S1P3 receptor antagonists, primary screen, cell-based | CHO S1P3 NFAT-BLA reporter, FRET fluorescence, antagonist mode | 0.27% of 170,000 active | AID 485, 2006 | inhibition, % at 4.98 µM | Sphingosine 1-phosphate receptor 3 (Homo sapiens), Q99500;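 active means inhibition above the plate cutoff, the mean inhibition of test wells on that plate plus 3 SD, cut at about 28% in these data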;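 further: cells challenged with S1P at its EC80 of 0.8 µM; blue over green emission ratio from cleaved BLA substrate after 4 h stimulation; 0% = S1P-stimulated wells and 100% = unstimulated DMSO-only wells; some compounds past the cut are filed as inactive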
Target sequence (Q99500 whole entry, looked up): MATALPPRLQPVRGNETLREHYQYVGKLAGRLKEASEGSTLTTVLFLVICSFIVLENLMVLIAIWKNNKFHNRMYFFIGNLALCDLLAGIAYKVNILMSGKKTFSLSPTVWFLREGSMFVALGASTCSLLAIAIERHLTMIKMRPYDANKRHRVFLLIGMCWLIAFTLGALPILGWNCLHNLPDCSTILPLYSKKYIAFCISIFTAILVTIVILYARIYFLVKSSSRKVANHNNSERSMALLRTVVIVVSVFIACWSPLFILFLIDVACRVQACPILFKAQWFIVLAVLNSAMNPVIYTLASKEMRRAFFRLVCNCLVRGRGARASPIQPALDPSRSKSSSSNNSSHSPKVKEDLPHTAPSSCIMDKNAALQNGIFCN
PPARg SRC-2 ag: agonists of PPARg-SRC-2 recruitment, primary screen, biochemical, HTS. Peroxisome proliferator-activated receptor gamma (Homo sapiens), P37231. PPARgamma LBD-SRC-2 recruitment. activation, % at 8 µM. 0.34% of 200,000 active. AID 1032, 2008; in the data active means activation above about 22%;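 further: 0% = vehicle and 100% = reference agonist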
* hit, by the source's call; · = no result given. This is a random part of the collection. About 5.6% of those tested had a hit in this group.

Molecule,PPARg SRC3 recr,RAM network inh,ROMK mod,STAT3 inh,STAT1 blocker,STAT3 activator,TLR4-MyD88 BLA,SRC2 TRFRET art,PPARg SRC1 recr,S1P3 antag,PPARg SRC-2 ag
COc1cc2c(cc1OC)C(C(=O)Nc1ccc3c(c1)OCCO3)C1c3ccccc3CCN1C2=O (stereo unspecified),-5,0.9,-0.068,-3,0,105,7,1395,4,-25,2
O=C(CSc1nccn1-c1ccc(F)cc1)Nc1ccc2c(c1)OCO2,2,0.3,0.021,16,-5,93,5,1565,6,-28,2
CC(C)(CO)Nc1nc(Nc2ccccc2)nc(Nc2ccccc2)n1,11,0.4,·,19,6,87,-8,1602,-2,·,4
CC(=O)NC(CCS(C)(=O)=O)C(=O)Nc1c(C)cccc1C (stereo unspecified),2,-0.3,·,6,-1,95,-18,1620,3,-19,-2
O=C(CN1CC(=O)Oc2ccccc21)OCC(=O)c1cccc(Br)c1,8,1.4,0.14,-5,10,106,-1,1601,-4,15,-7
CN(C)c1ccc([C@@H]2[C@@H]([N+](=O)[O-])[C@H]3C=Cc4ccccc4N3[C@H]2C(=O)c2ccc(Cl)cc2)cc1,1,2.0,-1.9,-55,14,145*,-1,1590,5,0,2
O=C(Oc1ccc2c(c1)CCC2)N1CCOCC1,-13,1.6,-0.0077,1,-34,101,3,1500,2,1,4
NS(=O)(=O)c1ccc(CCNC(=O)c2cc(-c3ccccn3)nc3ccc(Br)cc23)cc1,15,7.4,0.57,-7,-6,110,-8,1850,22*,4,11
CCC(=O)Nc1nc2c(c(=O)[nH]1)CCCC2,4,0.0,0.54,-4,-3,103,7,1387,2,-7,3
O=C(CSC1CC(=O)N(c2ccc(C(=O)O)cc2)C1=O)Nc1ccc(Cl)cc1 (stereo unspecified),1,0.4,0.38,-4,3,105,8,1343,-7,-9,-7
CC1CCN(S(=O)(=O)c2ccc3nc(-c4ccccn4)cc(C(=O)NCCN(C)Cc4ccccc4)c3c2)CC1,7,-0.5,-0.37,-2,2,106,-31,1715,8,-6,7
COc1cccc(CNC(=O)CCC2CCCN(Cc3cc4ccccc4o3)C2)c1 (stereo unspecified),1,2.8,-1.5,-1,3,106,4,1502,-1,3,5
Cc1ccc(NC(=S)N(CCCN2CCCC2)Cc2cccn2Cc2ccc(Cl)cc2)cc1,3,4.0,-0.61,12,15,99,-5,1632,3,6,-9
CC(C(=O)N1CCOCCOCCOCCOCCOCC1)N1C(=O)c2ccccc2C1=O (stereo unspecified),4,2.6,1.2,8,7,98,5,1720,0,-17,11
Fc1ccc(C2CC(c3ccccc3)Nc3ncnn32)cc1 (stereo unspecified),-10,0.7,·,2,-6,106,6,1343,-1,-17,-7
CCOC(=O)c1c(NC(=O)CN2C(=O)NC3(CCC(C)CC3)C2=O)sc(C)c1-c1ccc(C)cc1 (stereo unspecified),2,4.5,0.37,-2,4,102,14,1485,-3,6,5
COc1ccc(CCNC(=O)Cn2c(=O)cnc3ccccc32)cc1,7,-0.3,·,-1,8,105,12,1628,0,9,5
CCOC(=O)c1c(CSc2nc(C)cc(C)c2C#N)n(C)c2cc(Br)c(OC(C)=O)cc12,-4,4.9,·,-7,0,105,8,1403,-6,16,-9
CC(=O)OCC#CCSc1nc2ccccc2n1C,2,2.4,0.087,-9,1,106,-2,1430,1,-4,10
COC(=O)c1cn(Cc2cccnc2)c(=O)c2ccccc12,1,2.4,-0.12,4,1,99,5,1572,8,5,0
COc1cc(OC)c(OC)cc1CNCCSc1nnnn1C,-5,-0.9,0.41,4,-8,101,3,1441,-6,-4,-7
COC(=O)[C@H](Cc1ccccc1)NC(=O)[C@@]1(C)C[C@@H]1[C@@H](NC(=O)OCc1ccccc1)c1ccccc1,0,13*,-1.2,-9,-5,105,-9,1514,3,4,11
CCS(=O)(=O)c1ccc2oc(Nc3ccccc3C)nc2c1,-9,-0.4,·,12,-18,97,11,1406,5,-26,-4
COc1cc([C@H]2c3[nH]c4ccccc4c3C[C@H]3C(=O)N4[C@@H](c5cc(OC)c(OC)c(OC)c5)c5[nH]c6ccccc6c5C[C@H]4C(=O)N23)cc(OC)c1OC,6,3.2,0.66,-8,-5,104,-15,1376,-1,-9,5
Cc1cccn2c(=O)c3cc(C#N)c(=N)n(Cc4cccnc4)c3nc12,11,·,·,10,13,94,-9,1557,-3,·,-3
O=C(NNC(=O)C12CC3CC(CC(C3)C1)C2)[C@@H]1C[C@H]1c1ccccc1,5,1.1,0.27,-2,-7,104,6,1815,10,3,4
COc1cccc(CC2(CO)CCN(CC3=CC[C@H]4C[C@@H]3C4(C)C)CC2)c1,2,0.1,-0.98,-2,3,105,0,1415,6,-15,-5
O=C(COC(=O)c1ccc2c(c1)OCO2)NCc1ccc(Cl)cc1,9,2.5,-0.13,6,-2,98,-10,1534,4,-4,8
CCc1nc(SCc2ccc(F)cc2)[nH]c(=O)c1C#N,0,4.0,·,-2,-2,103,-8,2794*,-2,·,57*
Cc1cc(NC(=O)CCC(=O)N(Cc2ccco2)C2(C(=O)NC3CCCCC3)CCN(C)CC2)no1,-11,0.1,·,4,-5,101,0,1450,15,-5,-3

The list goes on:
Molecule,PPARg SRC3 recr,RAM network inh,ROMK mod,STAT3 inh,STAT1 blocker,STAT3 activator,TLR4-MyD88 BLA,SRC2 TRFRET art,PPARg SRC1 recr,S1P3 antag,PPARg SRC-2 ag
O=C(O/N=C1/CCSc2ccccc21)c1ccccc1,8,-0.6,·,6,-6,103,-2,1567,14,·,7
Cc1ccc(CN2CCN(Cc3cccn3-c3ccc(Cl)cn3)CC2CCO)o1 (stereo unspecified),3,2.0,0.33,1,-6,104,-6,1521,-4,-10,-1
Cc1c(Cl)cccc1N(CC(=O)NC1CCCCC1)S(C)(=O)=O,-2,0.7,·,0,-3,105,15,1371,-2,1,4
O=C(NCCO)/C(=C/c1cccc([N+](=O)[O-])c1)NC(=O)c1ccco1,-3,1.2,-0.025,6,-2,100,1,1564,5,-14,-1
CC(=O)n1nc(-c2ccco2)nc1N,8,4.5,·,-5,-8,108,8,1331,4,-35,4
COC(=O)c1ccc2nc(C)c(C)nc2c1,-3,2.5,·,8,-6,98,-4,1373,-2,·,5
CCn1c2ccccc2c2nnc(SCC(=O)N3CC(C)OC(C)C3)nc21 (stereo unspecified),-6,0.9,·,6,0,100,6,1373,-9,3,-5
O=C(CNS(=O)(=O)c1cccs1)N1CCN(c2ccccn2)CC1,0,0.8,-0.76,-3,-8,105,8,1424,7,0,4
Cc1c(Cl)cccc1NC(=S)NCc1ccc(Cl)cc1,-11,·,·,3,-2,102,1,1515,-4,·,4
CCOc1ccc(-c2ccc(SCC(=O)Nc3nnc(CC)s3)nn2)cc1,7,5.3,1.6,31,-17,77,1,1634,7,6,-3
CCCCC(=O)NN(C)c1nc(-c2ccccc2)nnc1C(F)(F)F,-1,4.3,·,9,-1,93,2,1543,0,·,9
COC(=O)C1=[N+]([O-])OC(C(=O)OC)C1c1c[nH]c2ccccc12 (stereo unspecified),7,2.6,-0.28,-20,2,121,-2,1573,4,-18,4
COc1ccc(Br)cc1S(=O)(=O)N1CCCC1,6,2.1,·,-5,3,107,-3,1640,2,·,5
O=C(C1CCCO1)N1CCN(c2ccccn2)CC1 (stereo unspecified),1,0.1,0.2,6,-6,96,-4,1486,9,3,2
CC(=O)c1c(C)[nH]c(C(=O)OCC(=O)Nc2cc(C)on2)c1C,-1,0.7,·,14,6,94,3,1570,8,-1,10
Cn1c(=O)c(-c2ccccc2N)nc2ccccc21,10,2.6,·,-11,5,116,2,1540,2,1,0
O=C(c1ccccc1)N1CCN(c2ccc(Cl)cc2)CC1,9,0.4,-0.29,21,9,89,-11,1474,-4,-42,12
CCNc1ccc(S(N)(=O)=O)cc1[N+](=O)[O-],1,1.4,-0.2,15,9,85,5,1426,4,0,-2
CCOC(=O)C1=C(N)OC2=C(C(=O)CC(C)(C)C2)C1c1cccnc1 (stereo unspecified),1,0.1,·,-5,3,104,-14,1436,-3,-10,-7
Cn1nnnc1SC(C(=O)Nc1ccc(F)cc1)c1ccccc1 (stereo unspecified),4,2.8,0.3,1,7,103,-1,1529,8,-19,-5
CC1C/C(=C\c2cccnc2)C(=O)/C(=C/c2cccnc2)C1 (stereo unspecified),3,2.2,-6.1*,36,24,69,3,1634,0,1,-2
CCC(C)C(NC(=O)OC(C)(C)C)C(=O)NC(C)C(N)=O (stereo unspecified),2,-0.4,-0.28,11,2,92,-8,1650,5,-15,5
O=C1C2C3C=CC(C4CC34)C2C(=O)N1/N=C/c1cccs1 (stereo unspecified),3,0.7,1.2,6,-2,98,-7,1509,6,-11,7
Cc1nn(CCCC(=O)NCc2ccc(F)cc2)c(C)c1[N+](=O)[O-],0,3.2,-0.75,-4,-2,106,0,1455,3,-4,-4
COCCNC(=O)NC(=O)COC(=O)c1cccn1C,-5,0.2,·,-6,-18,107,5,1527,2,12,-4
COc1ccc(NC(=O)c2ccc(OCc3c(C)noc3C)c(OC)c2)cn1,-3,1.6,-0.19,6,3,99,-2,1669,-6,-9,1
COc1ccc(C(=O)N/C(=C/c2cccs2)C(=O)NCCCn2ccnc2)cc1OC,5,2.1,·,12,-1,96,4,1743,4,·,11
N#CC(C#N)=C1C=CC=CN1/C(=C\c1ccco1)C(=O)c1ccc(-c2ccccc2)cc1,3,1.9,·,17,-16,89,9,1687,5,-29,0
COc1ccc(/C=C\C(=O)Oc2cccc(/C=N/NC(=O)Cc3ccc(OC)c(OC)c3)c2)cc1,2,2.0,·,-23,-26,115,4,1505,5,-3,2
COc1ccc(NC(=O)c2cccc([N+](=O)[O-])c2)cc1,2,3.2,0.17,21,-20,84,-7,1737,14,6,2
Cc1ccc(NS(=O)(=O)c2ccc(C(=O)N3CCCN(C)CC3)cc2)cc1,-3,0.4,-0.29,6,3,97,-7,1538,2,16,7
